# Screens (PubChem)
# Lipid storage S3 = qHTS Assay for Lipid Storage Modulators in Drosophila S3 Cells; Drosophila S3 cells, BODIPY lipid droplet fluorescence, 18-24 h; cells fed with added oleic acid; Potency in µM for hits, for the others lipid storage change, negative = inhibition, % at the top dose, mostly 46.1 µM; 320,000 tested, 0.64% active; active = well fitted inhibition curve with a large enough effect in the signal ratio, with a control signal flat, not every such curve was filed as active; inconclusive = small, poorly fitted or top-dose-only effect, or effect the other way, or a change in a side signal; the % refers to the signal ratio
#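 Drosophila S3 cells loaded with oleic acid (400 uM, as added) and compounds at several concentrations; lipid droplets imaged by 488-nm laser-scanning cytometry, 500–530 nm intensity and object ratio to cell channel. Percent activity normalized to 20 uM Triacsin C.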
# Lipid storage S3 cell count max = also measured in Lipid storage S3; calls as there; cell number change, %; measured here: cell count max response;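 cells counted by Cell Tracker Red CMTPX staining in the red channel; peak over a dose series mostly up to 46.1 µM; percent activity relative to internal control wells on each plate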
# Numbers without * were called inactive; i = inactive; u = inconclusive; x = no result given. % is scaled to controls: 0 for no effect and ±100 for the full control effect; potency is read from the fitted curve at half-maximal effect. An excerpt (hit frequency here may not be typical).
SMILES,Lipid storage S3,Lipid storage S3 cell count max
CC(C)CC(=O)NC(=S)Nc1cc(C(=O)O)ccc1Cl,i,-10
O=C(/C=C/c1ccc([N+](=O)[O-])cc1)Nc1cccnc1,u,x
Cc1ccc(N(CC(O)CN2C(=O)NC(C)(C)C2=O)S(=O)(=O)c2ccc([N+](=O)[O-])cc2)cc1 (stereo not given),u,x
Cc1ccc(S(=O)(=O)N(Cc2cccnc2)Cc2cc3ccccc3[nH]c2=O)cc1,u,x
O=C1NC(=O)/C(=C\c2ccsc2)N1,-2%,5
CC(=O)c1ccc(OCc2cc(C(=O)N3CCC(c4ccncc4)CC3)no2)cc1,u,x
CC1CCN(CCC(=O)Nc2ccccc2)CC1,u,x
CN1CCN(C(=O)c2ccc(CNS(=O)(=O)c3cccc(Cl)c3)cc2)CC1,u,x
O=S(=O)(c1ccccc1)N1CCC(O)(CSc2ccc(F)cc2)CC1,u,x
O=c1nc(-c2ccccc2)n(-c2ccccc2)c2ncccc12,-6%,15
CCCCN(CC)CCNC(=O)c1cc2c(-c3ccccc3F)nn(C)c2s1,u,x
CN1C(=O)Cc2cc(S(=O)(=O)N3CCOCC3)ccc21,u,x
Cc1cc(C(=O)N2CCCC(Nc3ccc(F)cc3)C2)n(C)n1 (stereo not given),u,x
CCC1CSC(Nc2ccc(C(=O)/C=C/c3ccc(Oc4ccccc4)cc3)cc2)=N1 (stereo not given),u,x
Cc1cnc(NC(=O)NCC2CCCC(CNC(=O)Nc3ncc(C)s3)C2)s1 (stereo not given),-14%,24
CC(C)c1ccc(C2NC(=O)c3ccccc3O2)cc1 (stereo not given),9%,3
CCOCCCNC(=O)C1CCN(C(=O)N(C)C)CC1,-1%,0
Cc1ccnc(NC(=O)CNC(=O)c2cccs2)c1,u,x
Cc1cc2c(cc(C(=O)OCC(=O)NCc3ccco3)n2C)s1,u,x
CCCn1c(C(C)Nc2nc(-c3cccc(Br)c3)cs2)nc2ccccc21 (stereo not given),u,x
O=C(CN1C(=O)NC2(CCCc3ccccc32)C1=O)Nc1ccccc1OC(F)F (stereo not given),u,x
CC(C)n1ncc(N2CCOCC2)c(Cl)c1=O,-25%,x
Cc1cc(OCC(=O)NCCc2ccc(Cl)cc2)c2c(C)cc(=O)oc2c1,i,16
Cc1ccc(NC(=O)NCc2cccnc2)cc1,u,x
COc1ccc(CC(=O)Oc2ccc(C)cc2C)cc1,i,x
# (more compounds)
SMILES,Lipid storage S3,Lipid storage S3 cell count max
Cc1[nH]n(-c2cccc3ccccc23)c(=O)c1C=Nc1ccc2[nH]c(=O)[nH]c2c1,-4%,-1
Cc1nnc(SCC(=O)NC2CCCCC2C)s1 (stereo not given),15%,x
Cc1c(C(N)=O)sc2ncn(CC(=O)OC(C)C)c(=O)c12,u,x
Cc1cc(C)c2oc(C(=O)N(Cc3ccc(F)cc3)C3CCS(=O)(=O)C3)cc(=O)c2c1 (stereo not given),u,x
CCCc1nn(C)c(C(=O)Nc2ccc(C(C)(C)C)cc2)c1Cl,u,x
O=C(NCc1ccco1)c1cc(-c2cccnc2)nc2ccccc12,u,x
CCCCOC(=O)Nc1nc2ccc(OC)cc2s1,i,x
COc1ccccc1/C=C/C=N/N1CCN(c2ccccn2)CC1,20%,-7
COc1ccc(N(CC(=O)NCc2ccc(C)cc2)S(=O)(=O)c2c(C)[nH]c(=O)[nH]c2=O)cc1,u,x
CCOC(=O)c1c(C)oc2c1c(C(c1cccnc1)N1CCN(C)CC1)c(O)c1ccccc12 (stereo not given),i,11
CC(C)NCCCCOc1cccc(Br)c1,-45%,-17
CCc1cc2c3c(c(=O)oc2cc1OC)CCCC3,u,x
NC(=O)C1CCN(C(=O)CN2CCN(c3cccc(C(F)(F)F)c3)CC2)CC1,9%,11
C/C(=N\NC(=O)c1ccc(O)cc1)c1ccc(N2CCOCC2)cc1,0%,2
COc1ccc(C(C(=O)NCc2ccc(F)cc2)N(C(=O)c2csnn2)C2CC2)cc1 (stereo not given),u,x
Cc1c(C(=O)N2CCN(c3ccccn3)CC2)oc2ccccc12,i,x
COc1ccc(CCNC(=O)c2nn(C)c3c2CS(=O)(=O)c2ccccc2-3)cc1OC,u,x
COC(=O)CSc1ccc2nnc(-c3ccc(F)cc3)n2n1,0%,15
COc1ccc(CCN(C)C(=O)/C=C/c2c(Cl)nc3ccccn23)cc1OC,u,x
Cc1c(Cl)cccc1NC(=O)C1CCCCC1,7%,15
COc1ccc(/C=N/NC(=O)C2COc3ccccc3O2)cc1OC (stereo not given),0%,-9
CCOC(=O)c1ccc(-c2n[nH]c(=O)c3ccccc23)cc1,u,x
COc1ccc(C(F)(F)F)cc1NC(=O)c1nc2nc(C)cc(C(F)F)n2n1,u,x
O=C(COC(=O)c1cccc2ccccc12)NCCCc1ccccc1,10%,6
O=C(NCc1ccccn1)c1nc(-c2cccs2)no1,-6%,-19
# (cont.)
SMILES,Lipid storage S3,Lipid storage S3 cell count max
COc1cc(OC)c([N+](=O)[O-])cc1/C=N/NC(=O)c1ccncc1,u,x
CCCCCc1nnc(NC(=O)C(=O)OCC)s1,u,x
CC(=O)Nc1ccc(NC(=O)[C@H](C)NC(=O)c2ccco2)cc1,u,x
O=C(Nc1ccc(C(=O)N2CCC(N3CCOCC3)CC2)cc1)c1ccc(Br)o1,u,x
COc1c(Cl)cc(Cl)cc1C(=O)Nc1ccc(CN2CCOCC2)cc1,u,x
COc1ccc(N)c2c1OCCC2=O,u,x
O=C1CN(S(=O)(=O)c2ccccc2C(F)(F)F)CCN1,u,x
COc1ccccc1N1CCN(S(=O)(=O)c2ccc(Br)s2)CC1,-4%,-12
O=S1(=O)CCO[C@H]2Cc3ccccc3[C@H]2N1Cc1ccc(F)cc1,u,x
COc1ccc2c(-c3ccccc3)cc(SCC(=O)NC3CCS(=O)(=O)C3)nc2c1 (stereo not given),11%,0
O=C(c1cccc(F)c1)N1CCC(N2CCOCC2)CC1,-21%,-5
Cc1ccc(-n2c(N)c(C(=O)N3CCOCC3)sc2=S)c(C)c1,u,x
CC(C)CN(C(=O)C1COc2ccccc2O1)c1c(N)n(CC(C)C)c(=O)[nH]c1=O (stereo not given),0%,-4
CCc1ccc(C(=O)/C=C/Nc2ccc(S(=O)(=O)Nc3cnc4ccccc4n3)cc2)cc1,u,x
CNS(=O)(=O)c1cc(NC(=O)c2cccc3cccnc23)ccc1C,u,x
CCn1c(COc2ccccc2C)nnc1SCC(=O)NC1CCCC1,u,x
COc1ccccc1N1C(=O)CC(Nc2ccc(N3CCOCC3)cc2)C1=O (stereo not given),14%,-3
COc1ccc(NS(=O)(=O)c2ccc(NC(=S)NC(=O)/C=C/c3ccccc3)cc2)nn1,17%,-1
CCOC(=O)c1cccc(NC(=O)C2CCCO2)c1 (stereo not given),u,x
O=[N+]([O-])c1ccc(O)c(P(=O)(c2ccccc2)c2ccccc2)c1,-6%,0
CSc1ccccc1NC(=O)c1noc(C)c1[N+](=O)[O-],u,x
CC(C)(C)NC(=O)C1CCN(c2ccc(S(=O)(=O)N3CCOCC3)cc2Cl)CC1,u,x
Cc1cccc(NC(=O)CC2NCCNC2=O)c1 (stereo not given),u,x
CC(C)(C)NC(=O)C(=O)NCCC1=CCCCC1,14%,11
Cc1ccc(-c2noc(-c3cc(C(C)(C)C)nn3Cc3ccccc3)n2)cc1,6%,1
# Next part:
SMILES,Lipid storage S3,Lipid storage S3 cell count max
CC(C)(C)NS(=O)(=O)c1ccc(NS(=O)(=O)Cc2ccccc2)cc1,u,x
Cc1cc(NC(=O)NC(=O)c2cccc(OC(F)(F)C(F)F)c2)n[nH]1,u,x
CCN1C(=O)/C(=C\c2ccc3c(c2)OCO3)C(C(=O)OC)=C1C,u,x
C#CCOCCOCCOCCNc1nc(N2CCN(C(=O)CCCCCCCCCCNC(=O)[C@H]([C@@H](C)CC)n3cc(CCCCN=C(N)N)nn3)CC2)nc(N2CCN(C(=O)CCCCCCCCCCNC(=O)[C@H]([C@@H](C)CC)n3cc(CCCCN=C(N)N)nn3)CC2)n1,u,x
COc1ccc(CCn2c(N)cc(=O)[nH]c2=S)cc1OC,u,x
CC(Sc1nc2ccccc2c(=O)n1CC1CCCO1)C(=O)N(C)c1ccccc1 (stereo not given),u,x
CN(C(=O)Cn1nc(C(=O)O)c2ccccc2c1=O)c1ccccc1,-12%,19
Cn1nccc1NC(=O)CC(CC(=O)O)c1ccccc1 (stereo not given),4%,10
C/C(=N/NS(=O)(=O)c1cc(C)ccc1C)c1c[nH]c2ccccc12,u,x
Cc1cccc(C)c1NC(=S)N(CCCN1CCOCC1)Cc1cccnc1,0%,-7
C=CCN(C(=O)Cc1cccs1)c1nc(-c2ccc(S(C)(=O)=O)cc2)cs1,i,-7
Fc1cccc(CN2CCCCCCC2)c1,u,x
O=C1/C(=C/c2cccs2)SC(=S)N1N1CCOCC1,-22%,1
CCOC(=O)N1CCN(S(=O)(=O)c2ccc(C(=O)Nc3nc4ccccc4s3)cc2)CC1,u,x
CC(=O)c1cnc2c(-c3ccccc3)c(C(F)(F)F)nn2c1C,-17%,-10
CC(C)NC(=O)C1(S(=O)(=O)c2ccccc2)CC=CC1,u,x
O=C(COC(=O)c1cc(Cl)ccc1O)c1ccc2c(c1)OCO2,u,x
Cc1c(Cl)cccc1NC(=O)C1=COCCO1,u,x
CC(C)n1nc(C(=O)Nc2cccc(S(=O)(=O)N3CCOCC3)c2)c2ccccc2c1=O,u,x
Cc1sc(NC(=O)CSc2nnc(C)c(=O)[nH]2)c(C#N)c1C,u,x
COC(=O)c1ccccc1NC(=O)NCc1ccncc1,0%,-8
Cc1occc1-c1n[nH]c(=S)n1C,21%,18
O=c1[nH]c(O)c(/C=C2\C=Nc3ccc(Br)cc32)[nH]1,u,x
Cc1cc2c(cc1S(=O)(=O)CCC(=O)Nc1cccc(C(F)(F)F)c1)OCC(=O)N2,i,9
CC(C)c1ccc(CN(C(=O)/C=C/c2ccco2)C2CCS(=O)(=O)C2)cc1 (stereo not given),0%,-2

# Pulled one by one from the list above:
SMILES,Lipid storage S3,Lipid storage S3 cell count max
CCOC(=O)N1CCN(S(=O)(=O)c2ccc(C(=O)Nc3nc4ccccc4s3)cc2)CC1,u,x
COC(=O)c1ccccc1NC(=O)NCc1ccncc1,0%,-8

# Back to the main list with the 7 entries that preceded the break.
SMILES,Lipid storage S3,Lipid storage S3 cell count max
CC(C)n1nc(C(=O)Nc2cccc(S(=O)(=O)N3CCOCC3)c2)c2ccccc2c1=O,u,x
Cc1sc(NC(=O)CSc2nnc(C)c(=O)[nH]2)c(C#N)c1C,u,x
COC(=O)c1ccccc1NC(=O)NCc1ccncc1,0%,-8
Cc1occc1-c1n[nH]c(=S)n1C,21%,18
O=c1[nH]c(O)c(/C=C2\C=Nc3ccc(Br)cc32)[nH]1,u,x
Cc1cc2c(cc1S(=O)(=O)CCC(=O)Nc1cccc(C(F)(F)F)c1)OCC(=O)N2,i,9
CC(C)c1ccc(CN(C(=O)/C=C/c2ccco2)C2CCS(=O)(=O)C2)cc1 (stereo not given),0%,-2
CCN(CC)S(=O)(=O)c1ccc(C(=O)NCc2ccc3c(c2)cc(C)n3C)cc1,u,x
Cc1nnc(N(C)C(=O)c2cnccn2)s1,-9%,-5
COc1ccc([N+](=O)[O-])cc1CSc1nnc(NC(C)=O)s1,-1%,-10
O=C(Nc1cc(=O)[nH]c2ncnn12)c1ccco1,u,x
COc1ccc(CCN2CCCC(CN(C)Cc3cc(OC)c(OC)c(OC)c3)C2)cc1 (stereo not given),13%,-9
COc1ccc(N2CCN(C(=O)c3ccc(NS(=O)(=O)c4cccc(F)c4)cc3)CC2)cc1,i,-31
CSCCCN1CCC(n2nccc2NC(=O)CCCc2ccccc2)CC1,-23%,0
Cc1ccc(-c2nnc(C)c(N3CCOCC3)n2)cc1,u,x
CCN(CC)c1ccc([C@H]2[C@@H]3CCCC[C@]3(O)CCN2CC(=O)NCc2ccco2)cc1,u,x
COC(=O)c1nn(-c2c(C)n(C)n(-c3ccccc3)c2=O)cc1O,u,x
CNC(=O)COc1ccc(Nc2nnc(-c3ccc(C)c(S(N)(=O)=O)c3)c3ccccc23)cc1,i,10
Cc1ccc(C(=O)NC(=S)NCC(=O)c2ccccc2)cc1,i,x
COCCn1c(SCC(=O)OCc2ccccc2)nc2c1c(=O)[nH]c(=O)n2C,u,x
Fc1ccc2c(c1)C(c1ccc(N3CCOCC3)cc1)=NNC(c1cccs1)=N2,u,x
O=C1NC(=O)C(c2cccs2)(c2cccs2)N1,i,x
Cc1cc(-c2n[nH]c(=S)n2/N=C/c2c[nH]c3ccccc23)n[nH]1,-17%,14
CC1(OC(=O)CCc2ccccc2)C(=O)C=C2C=C(c3ccc(C#N)cc3)N(C3CCCC3)C=C2C1=O (stereo not given),7%,x
O=C(NOC(=O)c1ccccc1F)c1ccc(OC(F)F)cc1,u,x
c1ccc2oc(-c3ccc4nc[nH]c4c3)nc2c1,0%,-3
COc1ccc(NC(=O)COC(=O)c2ccc3c(c2)OCCO3)cc1OC,12%,-17
O=C(CCN1C(=O)/C(=C\c2cccs2)SC1=S)Nc1ccc(C(=O)O)cc1,u,x
COc1ccc(C2=NN(C(=O)c3cccnc3)C(c3ccccc3)C2)cc1 (stereo not given),u,x

# Part of the list above in order of number of heavy atoms, rising.
SMILES,Lipid storage S3,Lipid storage S3 cell count max
O=C1NC(=O)/C(=C\c2ccsc2)N1,-2%,5
Cc1c(Cl)cccc1NC(=O)C1CCCCC1,7%,15
Cn1nccc1NC(=O)CC(CC(=O)O)c1ccccc1 (stereo not given),4%,10
O=C(COC(=O)c1cc(Cl)ccc1O)c1ccc2c(c1)OCO2,u,x
O=S1(=O)CCO[C@H]2Cc3ccccc3[C@H]2N1Cc1ccc(F)cc1,u,x
Cc1cc(NC(=O)NC(=O)c2cccc(OC(F)(F)C(F)F)c2)n[nH]1,u,x
Cc1[nH]n(-c2cccc3ccccc23)c(=O)c1C=Nc1ccc2[nH]c(=O)[nH]c2c1,-4%,-1
